High-throughput results as filed in PubChem.
MITF TRPM1 HTS: MITF TRPM1 promoter activation in melanoma cells; SK-MEL-5 TRPM1-promoter luciferase, 24 h; % of positive control, neutral wells = 0; activation, % at 12.5 µM; actives 0.75% (n = 300,000);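 active = mean activation of at least 80% with every replicate also reaching 80%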;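 note: 0% = neutral control wells and 100% = parthenolide positive control wells; values of inactives mirror those of a sister screen read the other way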
Arr AP2 block: human beta-arrestin and AP2 interaction inhibition; FITC-arrestin peptide / GST-AP2 beads, flow cytometry; AP2 beta2 appendage carries R879A mutation; actives 0.31% (n = 340,000); AID 504490; inhibition, % at 10 µM;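 active = inhibition above a set limit, near 3 SD of compounds lacking own fluorescence, cut at about 54% in these data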;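 note: plate controls were DMSO wells for no effect and 5 µM unlabelled arrestin peptide for full effect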
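test system = AP2 appendage R879A on GSH beads | buffer or medium = PBS plus Tween 20 (0.05%) and BSA (0.1%) | incubation = 12 min plus 1 h, RT | detection = bead flow cytometry, FITC channel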
SUMO Mot1 rescue: inhibitors of SUMOylation pathway: yeast Mot1-301 growth rescue; S. cerevisiae Mot1-301 growth rescue, ATP luminescence, 38.5C; percent above DMSO median, 100 means doubled; growth rescue, % at 18.8 µM; actives 1% (n = 320,000); AID 2716;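 active = every valid replicate shows activation above 250% relative to neutral control wells; inactive = the rest, any valid replicate at or below 250%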;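 note: OY570 slx delta 5 strain wells were the positive control but not used for scaling; some compounds called inactive have numbers as strong as hits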
dFosB activator: enhances mouse delta FosB homodimer DNA binding | activation, % at 25 µM | P13346 | purified delta FosB, TAMRA-CDK5 oligo fluorescence polarization; percent of positive-control signal above neutral wells | AID 493131 | actives 0.99% (n = 340,000);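 active = mean activation above about 17%, with every replicate also reaching it, limit read from the data, passing the limit was not always enough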;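 note: fluorescence polarization rise as delta FosB binds a TAMRA Cdk5 AP-1 oligo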
Target sequence (P13346 whole entry, looked up): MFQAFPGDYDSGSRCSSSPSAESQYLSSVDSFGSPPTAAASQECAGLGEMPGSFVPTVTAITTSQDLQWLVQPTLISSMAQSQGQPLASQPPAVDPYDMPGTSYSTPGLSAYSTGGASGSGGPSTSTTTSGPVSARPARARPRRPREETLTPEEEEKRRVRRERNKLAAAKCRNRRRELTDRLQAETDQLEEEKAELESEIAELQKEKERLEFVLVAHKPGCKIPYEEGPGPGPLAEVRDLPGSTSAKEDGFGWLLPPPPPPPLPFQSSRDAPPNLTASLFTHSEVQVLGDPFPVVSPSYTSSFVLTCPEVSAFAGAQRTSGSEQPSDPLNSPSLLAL
SR-BI HDL uptake: blocks mouse SR-BI lipid uptake from DiI-HDL; inhibition, % at 12.5 µM; Q61009; actives 0.96% (n = 320,000); ldlA[mSR-BI] CHO cells, DiI-HDL uptake fluorescence, 3 h;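 active = mean replicate inhibition of at least 70% and a set share of replicates each scoring 70 or more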;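 note: 0% = median of neutral control wells and 100% = median of positive control wells; values of inactives mirror those of a sister screen read the other way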
Target sequence (Q61009 whole entry, looked up): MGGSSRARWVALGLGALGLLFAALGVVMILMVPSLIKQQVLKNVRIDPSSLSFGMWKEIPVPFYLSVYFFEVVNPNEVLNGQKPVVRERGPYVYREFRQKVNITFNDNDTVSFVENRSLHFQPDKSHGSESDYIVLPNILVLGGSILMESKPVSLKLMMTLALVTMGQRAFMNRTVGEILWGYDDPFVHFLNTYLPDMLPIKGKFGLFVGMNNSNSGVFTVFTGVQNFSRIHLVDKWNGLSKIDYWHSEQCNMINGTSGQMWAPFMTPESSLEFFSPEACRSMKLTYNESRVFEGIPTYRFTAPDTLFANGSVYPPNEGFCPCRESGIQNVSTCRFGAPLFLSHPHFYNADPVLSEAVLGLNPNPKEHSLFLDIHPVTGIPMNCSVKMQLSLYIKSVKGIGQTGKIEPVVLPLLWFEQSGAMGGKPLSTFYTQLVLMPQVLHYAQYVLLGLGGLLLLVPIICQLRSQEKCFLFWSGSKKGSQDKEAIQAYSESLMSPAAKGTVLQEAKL
NSD2 HMT inh: NSD2 (human) methyltransferase inhibition. AID 743445. actives 0.54% (n = 310,000). inhibition, % at 12.5 µM. O96028. NSD2 peptide methylation, AlphaScreen, 120 min; in the data active = inhibition above about 50%
PKA-R2B activ: activators of human PKA-R2B complex; AID 504700; activation, % at 11.4 µM; actives 0.079% (n = 340,000); PKA-R2B holoenzyme dissociation, Cy5-IP20 fluorescence polarization; R2B truncated from residue 108, S112A mutant; 0% DMSO only, 100% 113 µM cGMP; P22694+P31323;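 active = activation above a cutoff set at the mean over all compounds plus 3 SD, cut at about 18% in these data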;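 note: higher means more holoenzyme dissociation and a rise in polarization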
CDK5 p35 inh: inhibitors of human CDK5/p35 kinase | AID 488839 | Q00535+Q15078 | Recombinant CDK5/p35, ADP-Glo luminescence, 60 min | inhibition, % at 10 µM | actives 0.01% (n = 330,000);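 active = highest replicate inhibition of at least 50% and at least 75% of replicates reaching 50%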;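 note: plate controls were DMSO neutral control for no effect and GW8510 at 10 µM for full effect; many of its hits are not listed in these tables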
SR-BI uptake up: SR-BI HDL lipid transfer activation. CHO ldlA[mSR-BI] cells, DiI-HDL uptake fluorescence, 3 h; 100 = double the neutral-control signal. activation, % at 12.5 µM. actives 0.096% (n = 320,000);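 active = mean replicate activation of at least 60% and every replicate at or above 60%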;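 note: 0% = median plate neutral-control signal and 100% = twice that signal; values of inactives mirror those of a sister screen read the other way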
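Assay system: LDL receptor-deficient CHO ldlA cells overexpressing murine SR-BI / Medium: BSA-supplemented, HEPES-buffered Ham's F12, pH 7.4 / Probe or stimulus: DiI-labelled HDL at 10 µg/mL final / Timing: compound with DiI-HDL co-incubation, 3 h at 37 °C / Technique: bottom-read cell fluorescence after medium removal, ex 550/em 595 nm / Measure: HDL uptake via cellular fluorescence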
DSG3 Ab inh: inhibitors of pemphigus antibody binding to human desmoglein-3. P32926. DSG3-coupled beads, scFv-anti-DSG3-GFP binding, flow cytometry; stronger effect = lower value. binding (percent of control), % at 10 µM. actives 0.48% (n = 310,000). AID 588358;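 active = binding more than 3 SD below its plate's average and above zero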;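 note: hits lower antibody fragment binding to DSG3; some compounds called inactive have numbers as strong as hits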
PKA-R1A act: PKA-R1A complex activation; P00514+P68181; PKA-R1A dissociation, Cy5-IP20 fluorescence polarization; scaled: DMSO 0%, 113 µM cGMP 100%; activation, % at 11.4 µM; actives 0.083% (n = 340,000);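 active = percent activation above the mean of all tested compounds plus 3 SD, cut at about 19% in these data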;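 note: higher means more PKAc released from R1A so a rise in polarization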
The depositor's hits bear a star; nt = not tested or not shown.

PKA-R1A act,DSG3 Ab inh,SR-BI uptake up,SUMO Mot1 rescue,PKA-R2B activ,Arr AP2 block,SR-BI HDL uptake,CDK5 p35 inh,NSD2 HMT inh,MITF TRPM1 HTS,dFosB activator,molecule
-7,97,2,-21,-5,12,-2,0.6,-4,4,-11,Cc1ccc(C(=O)CSc2nnc(CNc3ccc(C)cc3C)o2)cc1
-2,107,11,6,0,45,-11,0.6,3,nt,-5,O=C(NCC(c1ccco1)N1CCCC1)c1cccc(S(=O)(=O)Nc2ccc(F)cc2)c1 (stereo not drawn)
-11,89,nt,-1,-8,-2,nt,3.5,1,70,-14,Cc1cc(C(=O)CSc2nnnn2C)c(C)n1Cc1ccco1
-1,124,13,-2,-2,-6,-13,-1.7,1,-11,-2,CC(C)NC(=O)c1cc2c(=O)n3ccccc3nc2s1
-4,114,36,201,0,1,-36,-0.8,-4,15,-7,Cc1ccc(S(=O)(=O)NC(=O)COc2ccc([N+](=O)[O-])cc2)cc1
5,104,-9,-10,6,-3,9,-4.6,2,2,8,CCOC(=O)c1ccc(NC(=O)C2CC(=O)Nc3nc4ccccc4n32)cc1 (stereo not drawn)
-2,104,-5,-5,2,34,5,-1.0,-1,6,-2,CCC(C)/C(C)=N/NC(=O)c1ccccc1OCCOc1ccccc1 (stereo not drawn)
-7,95,7,9,-5,9,-7,0.9,-5,-9,-10,COc1ccc(C(=O)N2CCC(n3c(C)nc4cc(F)ccc43)CC2)cc1
-5,113,-48,-18,-6,2,48,6.3,-1,-9,-6,CCN(CC)S(=O)(=O)c1cccc(C(=O)OCC(=O)C23CC4CC(CC(C4)C2)C3)c1
6,101,-32,-13,4,4,32,0.6,0,9,-10,Cc1cc(C)cc(OCC(=O)Nc2cccc(-c3nnc(-c4ccco4)o3)c2)c1
-1,105,-47,3,-13,-10,47,0.0,-6,nt,-4,CCCC(c1nnnn1CC1CCCO1)N1CCN(c2cc(Cl)ccc2C)CC1 (stereo not drawn)
-14,83,10,-1,-8,14,-10,-1.6,0,-6,-1,COc1cc(C(=O)NNC(=O)c2ccccc2Br)ccc1OCC(=O)N1CCOCC1
-2,97,-19,-6,9,9,19,nt,0,-6,-4,COc1cc(NC(=O)C2CCCN(S(=O)(=O)c3ccc4c(c3)CCCN4C(C)=O)C2)cc(OC)c1 (stereo not drawn)
4,99,3,-16,-2,1,-3,0.6,-2,-5,-11,COc1ccc(C(=O)NC2CC2)cc1OC1CCN(Cc2ccc(F)cc2)CC1
-11,101,13,33,-11,12,-13,-0.8,2,34,-3,CC(=O)c1ccc(NC(=O)Cc2ccsc2)cc1
5,94,-55,2,7,12,55,-0.2,-1,-9,-8,COc1ccc(/C=c2\s/c(=C(/C#N)C(=O)NCc3ccco3)n(-c3ccccc3)c2=O)cc1
8,105,9,9,-1,1,-9,-0.4,6,-14,2,CC1=CCC2(CO)COC(c3ccccc3O)C1C2 (stereo not drawn)
2,101,0,35,1,-16,0,2.5,-5,2,-12,COC(=O)c1ccc(COC(=O)C2CCN(S(=O)(=O)c3c(Cl)cccc3Cl)CC2)o1
4,98,-22,-11,-12,14,22,0.7,nt,-6,-10,COc1ccc(-c2cc(C(F)(F)F)n3nc(C)cc3n2)cc1
-4,nt,3,-7,1,10,-3,-0.3,14,nt,-9,CCOC(=O)C1=C(NC(=O)c2ccc(Br)o2)Nc2ccccc2N=C1

Next part
PKA-R1A act,DSG3 Ab inh,SR-BI uptake up,SUMO Mot1 rescue,PKA-R2B activ,Arr AP2 block,SR-BI HDL uptake,CDK5 p35 inh,NSD2 HMT inh,MITF TRPM1 HTS,dFosB activator,molecule
-12,104,-2,-22,2,-24,2,-0.2,35,-13,-4,CCOC(=O)C1=C(C)NC(=O)NC1c1c(C)nn(-c2ccccc2)c1Cl (stereo not drawn)
8,100,8,54,0,11,-8,1.5,2,3,-3,CCCCNc1nc2c(c(=O)[nH]c(=O)n2C)n1CCOc1ccccc1
0,104,0,0,1,-6,0,-0.4,15,6,7,Cc1nn(C)cc1CN(C)C(=O)c1sc2cccc(Cl)c2c1Cl
0,102,-3,-3,-10,7,3,2.0,5,-28,-15,COc1cc2c(cc1OC)CN(C(=O)CN1CCN(S(=O)(=O)c3ccc(C)c(C)c3)CC1)CC2
4,114,26,12,4,1,-26,-0.3,0,0,7,Cc1cccc(N2C(=S)NC3c4ccccc4OC2(C)C3C(=O)N(C)C)c1 (stereo not drawn)
-4,107,7,3,1,1,-7,0.3,nt,4,-9,Nc1nc2n(n1)C(c1c(F)cccc1Cl)CC(c1ccc(F)cc1)N2 (stereo not drawn)
7,101,-27,-12,4,-3,27,0.5,nt,-2,-4,COc1ccc(-c2c(-c3cc(OC)cc(OC)c3)n(C)c3ccc(Br)cc23)cc1
12,103,9,2,5,10,-9,1.3,1,-1,0,O=C(NNC(=O)c1ccccc1-c1ccccc1C(=O)O)c1ccccc1
-2,111,7,-11,-8,3,-7,1.1,1,15,-8,Cc1cccc(NC(=O)CSCC(=O)Nc2cc(S(=O)(=O)N3CCOCC3)ccc2N2CCCC2)c1
0,108,24,-7,5,3,-24,-0.1,1,14,-3,CN(C(=O)COc1ccccc1)C1CCS(=O)(=O)C1 (stereo not drawn)
-4,nt,nt,3,-6,-1,nt,-4.5,-3,4,-4,CC1(C)Oc2ccc(C(=O)NC3CCCCC3)cc2N(CC#N)C1=O
-3,87,-13,111,2,-3,13,-2.8,-1,-19,3,Cc1ccc(C(=O)N/N=C\C=C\c2ccc(Br)cc2)cn1
-11,92,-15,-10,-8,0,15,-0.9,2,16,-6,N#Cc1c(N)sc2c1CCN(C(=O)OCc1ccccc1)C2
13,93,7,1,0,-12,-7,0.5,-4,0,-3,CN(C)c1cccc(C(=O)OCC(=O)NC(=O)NCc2ccccc2)c1
1,nt,-38,173,-15,16,38,-0.1,13,-9,-4,CCOC(=O)c1c(C)[nH]c(C)c1C(=O)COC(=O)CNC(=O)c1ccc(OCC)cc1
2,99,14,3,-19,12,-14,0.4,-3,10,-7,NS(=O)(=O)c1ccc(CNC(=O)Cc2c(F)cccc2Cl)cc1
-8,97,-1,44,-10,-17,1,0.4,-3,0,-8,Cc1ccc(S(=O)(=O)N2CCN(C(=O)COC(=O)COc3cccc(C(F)(F)F)c3)CC2)c(C)c1
2,98,-7,-17,8,2,7,1.5,-14,-7,-4,COc1ccccc1OCC(=O)N(Cc1nnc(-c2ccccc2Cl)o1)C1CC1
-4,96,-82,-15,-6,0,82*,-0.6,4,-5,-12,CN1CCc2ccc(NC(=O)c3ccc(C(F)(F)F)cc3)cc2C1
-5,94,-1,43,2,6,1,1.6,-1,-2,4,CCOC(=O)COc1ccc2c(c1)C(=O)CC(C)(c1cccnc1)O2 (stereo not drawn)

Other records:
PKA-R1A act,DSG3 Ab inh,SR-BI uptake up,SUMO Mot1 rescue,PKA-R2B activ,Arr AP2 block,SR-BI HDL uptake,CDK5 p35 inh,NSD2 HMT inh,MITF TRPM1 HTS,dFosB activator,molecule
7,100,-7,-33,1,-10,7,-0.5,1,0,-2,O=C(O)CCCCCNc1ccc2nsnc2c1[N+](=O)[O-]
-3,100,-75,20,-6,11,75*,-3.1,-5,10,-8,COc1cc(NC(=O)c2cccc(Cl)c2)ccc1NC(=O)c1cccs1
-7,103,14,4,6,-8,-14,1.4,-1,2,-10,CNc1nc(C)c(C(=O)c2ccc(Cl)cc2)s1
-4,109,-1,-3,-1,26,1,-0.9,0,0,-13,COc1ccc(/C(C)=N/NC(=O)C2C3CCCCC32)c(OC)c1 (stereo not drawn)
-10,105,nt,8,3,-2,nt,0.8,29,-9,-4,COc1ccc(C=C(C#N)C#N)c(CSc2ccccn2)c1
-1,97,-5,16,0,3,5,nt,3,0,-2,CC1CC(C)CN(CCCNC(=O)c2ccc3c(c2)NC(=O)CS3)C1 (stereo not drawn)
-11,118,nt,52,-8,-4,nt,-2.5,0,32,-2,COc1ccccc1CC(=O)Nc1nc(-c2ccc(F)c(F)c2)cs1
-8,104,1,-11,2,3,-1,-2.2,-3,-3,0,CC(C)(C)c1nc(Sc2ncccc2[N+](=O)[O-])n[nH]1
-8,nt,-23,77,-3,1,23,0.4,1,nt,-1,CC(=O)c1sc(Nc2cccc3ccccc23)nc1C
-1,102,-6,11,2,22,6,1.8,nt,-14,-3,Cc1cccc(NC(=O)C2CCN(S(=O)(=O)c3cccc4cccnc34)CC2)n1
5,101,11,6,-1,1,-11,-0.4,3,1,1,COC(=O)c1sccc1NC(=O)CSCC(=O)O
-10,105,6,49,-5,-8,-6,1.5,1,-13,4,CCC(C)N1CCN(S(=O)(=O)c2ccc3ccccc3c2)CC1 (stereo not drawn)
8,102,11,53,-2,35,-11,-1.3,4,0,-6,Cc1sc(NC(=O)c2ccccc2)c(C(c2ccccn2)N2CCN(CCO)CC2)c1C (stereo not drawn)
-1,100,12,-10,7,4,-12,-1.2,nt,46,-5,COc1ccc(-c2coc3cc(O[C@@H]4O[C@H](CO)[C@@H](O)[C@H](O)[C@H]4O)c(OC)cc3c2=O)cc1
1,99,9,110,5,8,-9,-1.2,-4,4,-6,O=c1c2c(nc3cc(-c4cccc(F)c4)[nH]n13)CCC2
2,103,-13,nt,1,2,13,-0.7,-1,24,-1,Cc1ccc(NC(=O)c2cccs2)cc1[N+](=O)[O-]
-7,95,14,276,1,2,-14,1.6,0,-4,1,O=C(NCc1ccc(F)cc1)c1ccc[nH]1
1,nt,19,13,5,-5,-19,2.4,11,15,3,COC(=O)c1cnn(C(=O)c2ccccc2Br)c1N
-3,109,-13,nt,4,7,13,1.5,-4,3,-10,COc1ccc(CCNC(=O)CN2c3cccc4cccc(c34)S2(=O)=O)cc1
-4,nt,9,-5,-3,30,-9,0.8,-2,-6,-2,CC(C)(C)NC(=O)c1cc(-c2ccccc2)n[nH]1
-1,97,nt,-11,1,-23,-13,-1.2,3,-2,-2,Cc1c(C(=O)N2CCOCC2)c(S(=O)(=O)Nc2ccc(F)cc2)c(C)n1C

Limited to PKA-R1A act, for some of the entries so far:
canonical_smiles,PKA-R1A act
Cc1sc(NC(=O)c2ccccc2)c(C(c2ccccn2)N2CCN(CCO)CC2)c1C (stereo not drawn),8
COc1ccc(-c2coc3cc(O[C@@H]4O[C@H](CO)[C@@H](O)[C@H](O)[C@H]4O)c(OC)cc3c2=O)cc1,-1
